S2 tox: Viability Counterscreen for Primary qHTS for Inhibitors of ATXN expression; S2 cells (HEK-293 line with an ATXN2-luciferase reporter) viability, CellTiter-Fluor protease fluorescence, 24 h; Potency, µM (doses to about 56.7 µM), hits mostly cytotoxic; 0.49% of 400,000 active; further: potency means the concentration at half of the fitted maximal effect; nearly all actives have a fitted effect of over 40% in size
MCF10A rerep: A quantitative high throughput screen for small molecules that induce DNA re-replication in MCF 10a normal breast cells; MCF 10A DNA re-replication, Hoechst nuclear intensity, 48 h; 2.9% of 350,000 active; Potency, µM (titrated, usually from 46.1 µM), for inactives: at the highest dose activity, positive = re-replication, most hits filed as activators; further: potency means the concentration at half of the fitted maximal effect; % of control where 0% means no effect; nearly all actives have a fitted effect of over 50% in size
ATXN2 expr inh: Primary qHTS for Inhibitors of ATXN expression; Potency, µM (series often up to 57 µM), without a hit: at the highest dose activity change, negative = inhibition, hits mostly inhibitors; HEK-293 ATXN2-luciferase reporter, luminescence, 24 h; 0.72% of 360,000 active; AID 1745845, 2022; further: potency means the concentration at half of the fitted maximal effect; on the % scale 0 is the no-effect control and ±100 the full control effect; nearly all actives have a fitted effect of over 55% in size
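qHTS (up to 57 uM final) was run with 24 h compound exposure of reporter cells at 37 °C. Each well was multiplexed: SteadyGlo luminescence measured ATXN2-luciferase expression after a fluorogenic Gly-Phe-AFC viability readout (25 uM final).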
KB-V1 cytotox: qHTS assay for MDR1-selective chemotherapeutics: Primary screen using the drug-selected MDR subline cells KB-V1 | KB-V1 MDR cells viability, CellTiter-Glo, 72 h | Potency, µM (highest dose often 46.1 µM), for the others: at the top dose activity change, negative = cytotoxicity, usual class: cytotoxic | 3.4% of 400,000 active | AID 1347076, 2019; further: potency means the concentration at half of the fitted maximal effect; on the % scale 0 is the no-effect control and ±100 the full control effect; nearly all actives have a fitted effect of over 60% in size
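Cytotoxicity via CellTiter-Glo luminescence after 72 h compound exposure at 37 degrees C. Cells: drug-selected KB-V1 line, DMEM phenol-red free plus 10% FBS. Compounds tested at multiple concentrations; normalized data fitted to concentration-effect curves.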
HT1080NT lethal: qHTS for induction of synthetic lethality in tumor cells producing 2HG: qHTS for the HT-1080-NT fibrosarcoma cell line; HT-1080-NT fibrosarcoma viability, CellTiter-Glo ATP luminescence, 48 h; Potency, µM (series often up to 46.1 µM), for inactives: top-dose activity, negative = less viability, actives largely listed as cytotoxic; 1.6% of 360,000 active;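 further: NT is the 2HG producing partner of a matched IDH1 knockdown line; potency means the concentration at half of the fitted maximal effect; 0% = DMSO-treated cells and -100% = media-only wells without cells; nearly all actives have a fitted effect of over 55% in size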
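Toxicity toward the 2HG-producing NT line was scored as %Activity, normalised to DMSO and no-cell wells, from CellTiter-Glo luminescence after 48 hours' treatment.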
IL-1B inflam inh: qHTS for Inhibitors of Inflammasome Signaling: IL-1-beta AlphaLISA Primary Screen; activity change, % at 57.5 µM; AID 743279, 2014; THP-1 LPS/ATP IL-1B secretion, AlphaLISA, 16 h; hits give low values; 4.7% of 360,000 active; in the data active means activity change below about -50%; inconclusive means mostly about -30% to -49%; further: on the % scale 0 is the no-effect control and ±100 the full control effect
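Secreted IL-1B measured by AlphaLISA bead assay after 16 h compound exposure of THP-1 cells; compounds (final up to 57.5 uM) added 1 h before LPS (250 ng/mL) and ATP (1.25 mM) stimulation; lower signal means less secretion.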
SW480 rerep: A quantitative high throughput screen for small molecules that induce DNA re-replication in SW480 colon adenocarcinoma cells; Potency, µM (top dose mostly 46.1 µM), inactives show at the top dose re-replication activation, hits mostly activators; SW480 DNA re-replication, Hoechst DNA content imaging, 48 h; 1.8% of 340,000 active; further: potency means the concentration at half of the fitted maximal effect; % of control where 0% means no effect; nearly all actives have a fitted effect of over 55% in size
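250 cells/well; 23 nL cpd via pin tool; 48 hr, 37 C, 5% CO2; Hoechst 40 min; imager read of total nuclear intensity, ex 405/em 500-530 nm.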
HT1080 IDH1KD tx: qHTS for induction of synthetic lethality in tumor cells producing 2HG: qHTS for the HT-1080-IDH1KD cell line; Potency, µM (titrated, usually from 46.1 µM), for inactives: at the top dose activity, negative = toxicity, usual class: cytotoxic; HT-1080 IDH1 knockdown viability, ATP luminescence, 48 h; AID 686971, 2013; 2% of 360,000 active;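 further: potency means the concentration at half of the fitted maximal effect; 0% = DMSO wells and -100% = cell-free medium wells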
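Viability of IDH1-knockdown HT-1080 fibrosarcoma cells was assessed by CellTiter-Glo after 48 h at 37 °C with titrated compound; concentration-effect curves were classified by fit quality and response size.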
KB-3-1 tox: qHTS assay for MDR1-selective chemotherapeutics: Primary screen using the parental adenocarcinoma cell KB-3-1. KB-3-1 viability, CellTiter-Glo ATP luminescence, 72 h. Potency, µM (doses to about 46.1 µM), inactives show at the top dose activity change, negative = cytotoxic, hits mostly cytotoxic. 1.4% of 400,000 active. AID 1347075, 2019; further: potency means the concentration at half of the fitted maximal effect; on the % scale 0 is the no-effect control and ±100 the full control effect; nearly all actives have a fitted effect of over 60% in size
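72 h, 37 °C compound treatment of KB-3-1 parental cells; CellTiter-Glo added, 10 min, luminescence read. Data corrected against DMSO-only plates and normalized before curve fitting.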
The depositor's hits bear a star; i = inactive; ? = inconclusive; nt = not tested or not shown; & = joins results of further samples; [ ] = remark or other dose. Unless noted, the call rests on the fitted dose curve; in most records, active means well fitted curve in the direction sought with a large enough effect; inconclusive means small, poorly fitted or top-dose-only effect, or another doubt; inactive means no such curve, though single readings can be large; an effect the other way counts as inactive or inconclusive. An excerpt (hit frequency here may not be typical).

#1 Cc1ccc(CN2CCN(CC(=O)N3CCC4(CC3)OCCO4)C2=O)cc1
#2 COc1cc(OC)c(OC)cc1CN1CCN(C(=O)Cc2ccccc2)CC1
#3 C=CCn1c(O)c(C(C)=NCCc2c[nH]c3ccccc23)c(=O)[nH]c1=O
#4 CC12CN3CCN(CC(C3)/C1=N/NC(N)=O)C2
#5 COC(=O)[C@@]1(Cc2ccccc2)[C@H]2C(=O)N(Cc3ccccc3)C(=O)[C@H]2[C@H]2CN=C(SCc3ccc(C#N)cc3)N21
#6 Cn1c(O)c(C(=O)c2ccccc2)c(=O)n(C)c1=O
#7 C[C@]12C=CC(=O)C=C1C=C[C@@H]1C2CC[C@]2(C)C(=O)CCC12 (some centres not stated)
#8 CCCC(C)C(=O)NC1CCSC1=O (configuration not stated)
assay / entry	1	2	3	4	5	6	7	8
S2 tox	?	?	i	i	i	i	i	i
MCF10A rerep	-11%	10%	-5%	-1%	5%	-2%	-7%	5%
ATXN2 expr inh	-2%	11%	-26%	0%	-16%	-2%	nt	2%
KB-V1 cytotox	13%	0%	-2%	0%	-9%	?	-13%	1%
HT1080NT lethal	3%	4%	27%	6%	12%	13%	1%	-23%
IL-1B inflam inh	8	0	0	11	19	24	-20	-5
SW480 rerep	2%	-53%[inhibitor]	-9%	-4%	?	-1%	9%	3%
HT1080 IDH1KD tx	7%	2%	20%	22%	4%	9%	15%	2%
KB-3-1 tox	7%	20%	0%	6%	-13%	-1%	-16%	1%

The last two records of the part before are carried over, then new ones follow.
#7 C[C@]12C=CC(=O)C=C1C=C[C@@H]1C2CC[C@]2(C)C(=O)CCC12 (some centres not stated)
#8 CCCC(C)C(=O)NC1CCSC1=O (configuration not stated)
#9 COc1cc(C)c(CNCCc2c[nH]c3ccccc23)cc1C
#10 C=CCNC(=S)Nc1ccc(OC(=O)Nc2ccc(Cl)c(Cl)c2)cc1
#11 COc1cccc(C(C(=O)NCc2ccco2)N(Cc2ccco2)C(=O)Cn2nnc3ccccc32)c1 (configuration not stated)
#12 O=C(O)C1C2c3ccccc3C(O)C1(C(=O)O)c1ccccc12 (configuration not stated)
#13 C[C@]12CC[C@H](O)CC1=CCC1C2CC[C@@]2(C)C1C[C@@H]1CC(=O)O[C@@H]12 (some centres not stated)
#14 CCOC(=O)C1(c2ccccc2)Oc2ccccc2C(c2ccc(OC)cc2)=C1C(=O)OC (configuration not stated)
#15 CN1CCN(Cc2cc3c(cc2[N+](=O)[O-])OCO3)CC1
#16 Cc1nn(Cc2ccccc2)c(Cl)c1C(=O)O
assay / entry	7	8	9	10	11	12	13	14	15	16
S2 tox	i	i	?	i	?	i	i	i	i	i
MCF10A rerep	-7%	5%	?	0%	?	-3%	?	2%	5%	-3%
ATXN2 expr inh	nt	2%	nt	nt	3%	-5%	-2%	-13%	9%	18%
KB-V1 cytotox	-13%	1%	?	-1%	-34%	5%	-15%	-2%	-3%	17%
HT1080NT lethal	1%	-23%	?	-2%	-2%	1%	0%	-8%	14%	17%
IL-1B inflam inh	-20	-5	-72*	9	-17	-5	58	-8	8	23
SW480 rerep	9%	3%	?	-4%	-2%	-1%	?	-43%[inhibitor]	1%	-1%
HT1080 IDH1KD tx	15%	2%	?	-8%	5%	0%	-5%	-8%	2%	11%
KB-3-1 tox	-16%	1%	?	2%	0%	5%	-7%	0%	-13%	13%

Sorted by number of heavy atoms (high to low): three of the compounds above
#3 C=CCn1c(O)c(C(C)=NCCc2c[nH]c3ccccc23)c(=O)[nH]c1=O
#10 C=CCNC(=S)Nc1ccc(OC(=O)Nc2ccc(Cl)c(Cl)c2)cc1
#12 O=C(O)C1C2c3ccccc3C(O)C1(C(=O)O)c1ccccc12 (configuration not stated)
assay / entry	3	10	12
S2 tox	i	i	i
MCF10A rerep	-5%	0%	-3%
ATXN2 expr inh	-26%	nt	-5%
KB-V1 cytotox	-2%	-1%	5%
HT1080NT lethal	27%	-2%	1%
IL-1B inflam inh	0	9	-5
SW480 rerep	-9%	-4%	-1%
HT1080 IDH1KD tx	20%	-8%	0%
KB-3-1 tox	0%	2%	5%

New compounds follow.
#17 COC12c3ccccc3-c3ccccc3C1C(C(=O)O)C2C(=O)O (configuration not stated)
#18 CCN(CC)C(=O)c1ccc(NC(=O)c2cccc(F)c2)cc1
#19 CC(=O)O[C@H]1C[C@@H]2OC3C=C(C)CCC3(C)[C@@]1(C)[C@@]21CO1 (some centres not stated)
#20 COc1ccc(Cn2c(O)c(/C=N/NC(=O)c3ccccc3O)c(=O)[nH]c2=O)cc1
#21 CC(C)c1ccc(N2C(=O)NC(=O)/C(=C\C=C\c3ccco3)C2=O)cc1
#22 C#CC(CC)(CC)NC(=O)Nc1ccc(OCC)cc1
#23 COc1ccc(C(=O)CC2C(=O)N(C)C(=O)N(C)C2=O)cc1
#24 O=C(c1cccc([N+](=O)[O-])c1)C12CN3CN(CN(C3)C1)C2
assay / entry	17	18	19	20	21	22	23	24
S2 tox	i	i	?	i	28µM*	i	i	i
MCF10A rerep	nt	0%	1µM*	4.6µM*	3.7µM*	2%	?	4%
ATXN2 expr inh	15%	49%[activator]	?	-1%	?	12%	8%	-12%
KB-V1 cytotox	-2%	21µM*	1.6µM*	-2%	?	-2%	26%	-4%
HT1080NT lethal	17%	7%	?	?	4.1µM*	-1%	-5%	-3%
IL-1B inflam inh	24	-15	-100*	-23	-100*	30	-26	3
SW480 rerep	nt	-2%	9.2µM*	-3%	21µM*	-9%	?	-4%
HT1080 IDH1KD tx	4%	4%	nt	?	5.8µM*	-2%	-2%	1%
KB-3-1 tox	-1%	-19%	2.3µM*	?	?	19%	2%	12%

(continued)
entry	Molecule	S2 tox	MCF10A rerep	ATXN2 expr inh	KB-V1 cytotox	HT1080NT lethal	IL-1B inflam inh	SW480 rerep	HT1080 IDH1KD tx	KB-3-1 tox
25	COC(=O)C1=C(c2ccc(F)cc2OCc2ccccc2)C[C@@H]2CC[C@H]1N2C(=O)NCC1CC1	?	-5%	-28%	1%	0%	-19	0%	-1%	?
26	Cc1ccc(-n2c(C)cc(/C=N/NC(=O)c3ccc(CN4CCOCC4)cc3)c2C)cc1	i	22%	-20%	16µM*	-15%	-4	8%	?	-19%
27	COc1ccc(-n2nnnc2C(c2cccc(OC)c2OC)N2CCC(n3c(=O)[nH]c4ccccc43)CC2)cc1 (configuration not stated)	?	nt	-36%	?	?	-22	nt	?	?
28	C=CCOC(=O)C1C(C(=O)O)C2(Cl)C(Cl)=C(Cl)C1(Cl)C2(Cl)Cl (configuration not stated)	?	10%	-11%	-14%	-1%	-5	-1%	-21%	-15%
29	CN(C)P(=NC(=S)c1cccn1C)(N(C)C)N(C)C	i	0%	-4%	-4%	?	3	1%	-26%	-18%
30	Cc1cccc(C)c1-n1nnnc1C(CCc1ccccc1)N1CCC2(CC1)C(=O)NCN2c1ccccc1 (configuration not stated)	?	nt	0%	16%	1%	6	nt	2%	0%
31	O=c1[nH]c(=S)n(Cc2ccc(F)cc2)c(O)c1C=NCCCn1ccnc1	i	27%	-23%	-28%	-7%	0	-2%	-4%	-14%
32	N#Cc1ccccc1	i	-17%	-19%	9%	-2%	5	4%	9%	0%

Carrying on.
entry	Molecule	S2 tox	MCF10A rerep	ATXN2 expr inh	KB-V1 cytotox	HT1080NT lethal	IL-1B inflam inh	SW480 rerep	HT1080 IDH1KD tx	KB-3-1 tox
33	CCN(CC)C(=O)c1ccc(NC(=O)CSc2nnnn2-c2cc(OC)ccc2OC)cc1	i	19%	-10%	?	0%	0	-5%	-22%	0%
34	COC(=O)C1=C(c2ccc(F)cc2F)C[C@@H]2CC[C@H]1N2C	i	-1%	3%	0%	1%	3	-7%	0%	20%
35	Cc1nc2ccccc2c(=O)n1-c1cccc(C(F)(F)F)c1	i	7%	3%	?	-2%	20	?	10%	1%
36	CCOC(=O)N(C)c1ccc(C(O)(C(=O)OCC)C(F)(F)F)cc1 (configuration not stated)	i	0%	2%	-15%	6%	17	-5%	-2%	-1%
37	Cc1ccc(S(=O)(=O)Nc2cc(C(=O)N3CCC4(CC3)OCCO4)ccc2N2CCCCC2)cc1	i	3%	4%	?	-10%	0	-5%[9.22 µM]	-4%	-8%
38	COc1ccc2c(c1OC)CN1CCc3cc4c(cc3C1C2)OCO4 (configuration not stated)	i	9%	-4%&-11%&-5%	-6%	-17%	-9	8%	-11%	?
39	O=C(N/N=C/c1c(O)n(CCC2=CCCCC2)c(=O)[nH]c1=O)c1ccccc1	i	19%	-39%	?	-25%	41	?	?	-12%
40	CCCCOCCCn1c(N)c(C(=O)OC(C)COC)c2nc3ccccc3nc21 (configuration not stated)	i	1%	-10%	-16%	-25%	?	0%	-21%	5%

Next compounds:
entry	Molecule	S2 tox	MCF10A rerep	ATXN2 expr inh	KB-V1 cytotox	HT1080NT lethal	IL-1B inflam inh	SW480 rerep	HT1080 IDH1KD tx	KB-3-1 tox
41	Fc1ccc(C(OCCN2CCCC2)c2ccc(F)cc2)cc1	i	?	-14%	?	-11%	?	0%	-10%	6%
42	CCOC(=O)[C@]12Cc3ccsc3[C@H]1N(Cc1ccccc1)C(=O)c1ccccc12	i	?	?	?	-7%	-29	?	0%	?
43	Cc1ccsc1CNCCc1ccccc1F	i	-1%	7%	0%	7%	-28	115%	12%	?
44	O=c1[nH]c(=O)n(CCc2ccc(F)cc2)c(O)c1C=NCCCN1CCOCC1	i	0%	-3%	?	5%	-9	-3%	-2%	9%

Screens (PubChem BioAssay)
